Screening data: PubChem BioAssay, National Center for Advancing Translational Sciences (NCATS)
BCR signal inh: blocks chronic active B-cell receptor signaling | ABC-DLBCL IkBa-CBG/CBR reporter, luminescence ratio, 4 h | Potency, µM (doses to about 46.1 µM), without a hit: top-dose ratio change, negative = lower green/red ratio, hits mostly inhibitors | actives 0.05% (n = 340,000); active = well fitted inhibition curve with a large enough effect in the signal ratio, with a control signal flat, not every such curve was filed as active; inconclusive = small, poorly fitted or top-dose-only effect, or effect the other way, or a change in a side signal; the % refers to the signal ratio;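 note: potency is the fitted concentration of half-maximal effect; plate controls were basal doxycycline-induced cells for no effect and cells given 10 µM MG132 for full effect; MG132 reads +100%, hits lower the ratio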
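Doxycycline induced both beetle luciferases in TMD8 lymphoma cells; IKK-driven degradation limits the IkappaBalpha-fused green signal, while red luminescence normalises for cell number and nonspecific effects. Compounds tested up to 46 uM, 4 hrs.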
TSHR antagonist: antagonists of human thyroid stimulating hormone receptor; P16473; TSHR-expressing cells, TSH-stimulated cAMP HTRF, 2 h; active compounds read low; activity change, negative = inhibition, % at 11.5 µM; actives 0.2% (n = 330,000);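 active = activity change below a set negative limit, meaning inhibition stronger than a set level, cut at about -70% in these data; inconclusive = activity change between two set negative limits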; note: % is set by controls: 0 for no effect and ±100 for the full control effect
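Read-out is FRET at 665 nm (cryptate excitation 337 nm) from a cryptate-tagged anti-cAMP antibody, competed by cell cAMP against cAMP-d2. Compounds are tested on freshly harvested TSHR cells challenged with 4nM TSH (EC80) for 2 hours at 37 deg C.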
TCR act: T cell receptor activation; primary human leukocytes, anti-CD3, IL-2 HTRF, 48 h; Potency, µM (titrated, usually from 9.22 µM), for the others: at the top dose activation of IL-2 secretion, most hits filed as activators; 330,000 tested, under 10 active; note: % of control where 0% means no effect
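Compounds are tested in HTS on primary human leukocytes co-incubated with a-CD3 beads for 48 hr. IL-2 output is measured by time-resolved FRET.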
A-T KAP1 phos: potential ataxia-telangiectasia treatment; actives 0.19% (n = 320,000); […] A-T fibroblasts, KAP-1 phosphorylation AlphaLISA; neocarzinostatin DNA damage 30 min before lysis; Potency, µM (highest dose often 57.5 µM), without a hit: top-dose activation, actives largely listed as activators; note: potency is the fitted concentration of half-maximal effect; % of control where 0% means no effect; nearly all actives have a fitted effect of over 45% in size
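hTERT-immortalized A-T patient fibroblasts ([…]), 500 cells/well in OPTI-MEM, 1% FBS, got compounds for 60 min, then NCS for 30 min at 37C. Lysates were then assayed for phospho-KAP-1 by AlphaLISA (anti-pKAP1 donor, anti-KAP1 acceptor beads), 6 hr at 25C.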
GALK inh: blocks human galactokinase activity | P51570 | Purified GALK, Kinase-Glo residual ATP luminescence | Potency, µM (highest dose often 57.5 µM), inactives show at the highest dose activity change, negative = inhibition, usual class: inhibitors | actives 0.007% (n = 270,000) | AID 1868; note: potency is the fitted concentration of half-maximal effect; % is set by controls: 0 for no effect and ±100 for the full control effect
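Compounds were pin-transferred into ATP buffer (35 uM final), then GALK plus galactose (5 nM, 100 uM final) was added. After 1 h at room temperature, Kinase-Glo Plus was added and luminescence read after 10 min.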
FBPA coupling cs: coupling enzyme interference in Giardia aldolase counter-screen | actives 0.67% (n = 290,000) | activity change, negative = inhibition, % at 58.2 µM, hits read low | coupling enzyme system counterscreen, AmpLite Red fluorescence; in the data active = activity change below about -30%; note: % is set by controls: 0 for no effect and ±100 for the full control effect
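First, compound is pin-transferred into glyceraldehyde-3-phosphate coupling-enzyme reagent at 57.5 uM final and held 10 min at RT. Next, substrate, coupling system and AmpLite Red are added. After 20 min RT, fluorescence (525/598 nm) is read.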
MLL CXXC-DNA inh: MLL CXXC-DNA interaction inhibition; MLL-CXXC / FITC-HOXA9 DNA fluorescence polarization; Q03164; Potency, µM (series often up to 115 µM), for the others: top-dose activity change, negative = inhibition, usual class: inhibitors; actives 0.037% (n = 290,000); active = well fitted inhibition curve with a large enough effect in the polarisation, with a control signal flat, not every such curve was filed as active; inconclusive = small, poorly fitted or top-dose-only effect, or effect the other way, or a change in a side signal; inactive = no such curve, though single readings can be large or run the other way; the % refers to the polarisation; note: potency is the fitted concentration of half-maximal effect
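Purified MLL-CXXC (added from a 7 uM solution) was preincubated 5 min at ambient with pinned compounds in 50 mM Tris-HCl pH 7.5, 50 mM NaCl, 1 mM DTT, 0.05% BSA. Fluorescein-labeled HOX-A9 DNA (50 nM solution) followed, 30 min, then polarization read.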
Giardia kill: kills Giardia lamblia; Giardia lamblia trophozoite viability; activity change, % at 7.66 µM, hits read low; actives 0.15% (n = 340,000); AID 540267; in the data active = activity change below about -80%; inconclusive = between about -30% and that limit;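 note: parasites exposed to compound for two days anaerobically before the ATP read; % is set by controls: 0 for no effect and ±100 for the full control effect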
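Viability, read as ATP luminescence: trophozoites at 100 cells/well, compound added, 48 hrs anaerobic at 37 deg C, then 15-30 min room-temperature development before reading.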
hERG WT inh: blocks the wildtype human KCNH2 potassium channel | Q12809 | U2OS, BacMam KCNH2, thallium flux FluxOr; active compounds read low | activity change, % at 1.84 µM | actives 0.37% (n = 340,000) | AID 720551;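 active = maximum activity change below -70%; inconclusive = maximum activity change between -70% and -50%; inactive = maximum activity change above -50%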; note: % is set by controls: 0 for no effect and ±100 for the full control effect
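U2OS cells were transduced with wild-type KCNH2 virus (2.03 x 10^8 / mL) for 4 h at room temperature, then cultured overnight at 37 C. Thallium flux was read with FluxOr dye. Rate constants were normalized to DMSO controls.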
Tb PFK inh: blocks T. brucei phosphofructokinase; O15648; T. brucei PFK, ADP-Glo luminescence; Potency, µM (highest dose often 57.5 µM), inactives show at the top dose activity, negative = inhibition, hits mostly inhibitors; actives 0.17% (n = 330,000); AID 485367;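 note: potency is the fitted concentration of half-maximal effect; 0% = uninhibited 1x PFK enzyme wells and -100% = no-enzyme wells; nearly all actives have a fitted effect of over 60% in size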
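Compounds were pin-transferred as a titration series up to 57 uM into substrate buffer (0.5 mM F6P, 0.1 mM ATP, pH 8.0), then 1.25 nM PFK was added and reactions ran 45 min before ADP-Glo detection.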
* hit, by the source's call; ? = inconclusive; / = no result given; [ ] = another dose, or the depositor's remark. Unless noted, calls come from the whole dose curve; as a rule, active = well fitted curve in the direction sought with a large enough effect; inconclusive = small, poorly fitted or top-dose-only effect, or another doubt; inactive = no such curve, though single readings can be large; an effect the other way counts as inactive or inconclusive.

SMILES	BCR signal inh	TSHR antagonist	TCR act	A-T KAP1 phos	GALK inh	FBPA coupling cs	MLL CXXC-DNA inh	Giardia kill	hERG WT inh	Tb PFK inh
Cc1ccc2cc(CCNC(=O)c3cccs3)c(=O)[nH]c2c1	4.2%	-2.9	0.0%	1.0%	/	0.0	64.6%[activator]	-0.9	-6.5	-0.6%
Cc1cccc(N2CCN(S(=O)(=O)c3ccc4c(c3)OCCO4)CC2)c1C	10.2%	15.3	4.1%	-0.6%	-2.2%	1.7	7.3%	21.1	-0.9	0.3%
O=S(=O)(Cc1nnnn1-c1ccccc1)c1ccccc1	-6.0%	-5.4	-2.7%	-6.6%	-5.8%	/	5.8%	-19.3	-5.1	1.5%
O=C(CC1(O)C(=O)N(CCc2ccccc2)c2ccccc21)c1ccccn1 (stereo not drawn)	-14.7%	-5.6	1.8%	1.7%	-1.7%	0.3	-0.8%	-21.8	12.8	0.4%
Cc1ccccc1-n1c(N)cc(=O)[nH]c1=S	2.2%	4.6	-1.8%	1.1%	-0.1%	1.9	-0.6%	2.3	2.4	10.5%
CCN(Cc1ccc(OC)c(F)c1)C(=O)/C=C/c1ccc(S(=O)(=O)N2CCOCC2)cc1	-9.2%	-30.3	-1.3%	1.4%	/	/	/	3.5	-4.2	0.0%
CCOC(=O)C1CCC(CNCc2ccccc2C)CC1 (stereo not drawn)	-16.7%	5.9	/	1.2%	12.2%	1.1	3.8%	4.3	16.2	-0.8%
CCCCNC(=S)N(CCCO)Cc1cc2cc3c(cc2[nH]c1=O)OCCO3	-10.3%	2.1	/	-1.8%	-2.1%	0.8	-3.8%	-9.9	-3.5	-2.3%
Cc1cc([N+](=O)[O-])cc2ncccc12	?	2.6	-5.5%	2.2%	-2.1%	-5.0	9.2%	15.5	0.9	-0.8%
C/C(CC1CC(COCCC(C)C)OC1=O)=N\NC(N)=S (stereo not drawn)	-0.5%	2.9	/	-2.0%	3.1%	-0.8	1.5%	-8.7	-0.1	-0.9%
CCCS(=O)(=O)Nc1cccc(-c2cn3c(n2)SCC3)c1	-14.6%	-5.4	-6.0%	4.8%	0.0%	1.2	4.9%	-16.3	-15.2	1.0%
Cc1cc(NS(=O)(=O)c2ccc(NC(=O)NC(C)(C(F)(F)F)C(F)(F)F)cc2)no1	?	8.1	0.5%	0.5%	-3.0%	4.7	4.9%	-6.8	2.8	-2.2%
CCN1CCc2[nH]c3ccccc3c2C1	-2.9%	1.4	-0.6%	-0.4%	1.0%	-3.1	-5.1%	-17.3	7.6	3.6%
O=C(COC(=O)/C=C/c1ccc(Cl)cc1)Nc1cccc(S(=O)(=O)NC2=NCCCCC2)c1	-10.3%	/	-2.7%	4.1%	/	/	/	24.8	9.8	-1.6%
O=C(Nc1cccnc1Cl)c1ccc(Cl)cc1	2.6%	-3.1	1.5%	4.3%	-2.9%	-0.7	1.0%	-4.1	-16.2	1.6%
Cc1cccc2sc(NC(=O)C3CCCO3)nc12 (stereo not drawn)	?	-10.5	-5.1%[46.1 µM]	6.6%	-2.6%	-0.2	-0.5%	-2.6	-20.8	-1.2%
COc1ccc(CNC(c2ccccc2)c2ccc(Cl)cc2)cc1 (stereo not drawn)	9.9%	-6.6	-5.6%	17.9%	4.5%	1.7	11.2%	2.1	-2.3	-2.4%
O=C(Nc1c(C(=O)Nc2ccccc2)cnn1-c1ccccc1)c1ccco1	1.6%	-1.0	3.9%	-2.7%	3.4%	4.7	149.5%[activator]	3.3	0.0	0.9%
Cc1ccnc(NC(=O)Cc2ccc([N+](=O)[O-])cc2)c1	-10.9%	15.2	6.3%	1.0%	5.0%	0.7	-0.1%	8.6	-0.5	-5.7%
CC1=NNC(=O)C1CCC(=O)N/N=C/c1ccco1 (stereo not drawn)	5.0%	1.1	16.0%	0.6%	-3.1%	-0.7	-7.4%	20.7	-11.8	0.1%
O=C(CSc1nnc(-c2ccccc2)n1C1CCCCC1)Nc1ccc(S(=O)(=O)Nc2ccccn2)cc1	/	-8.1	-0.9%	-1.0%	-5.6%	1.1	20.4%	-14.9	17.1	1.5%
CCC(Sc1ncccc1C(=O)OC(C)C)C(=O)NCc1ccco1 (stereo not drawn)	-8.8%	-5.8	/	/	1.0%	2.4	-8.8%	-0.4	-9.4	1.3%
O=C(Nc1ccc2oc(-c3ccccc3F)nc2c1)c1ccccc1F	4.8%	33.2	5.1%	2.3%	-1.8%	-2.0	14.0%	?	-5.0	-4.8%
C/C(N)=C(/C#N)C(=O)COC(=O)c1oc2ccccc2c1COC(C)C	?	3.7	-1.8%	-3.7%	-1.5%	1.2	18.3%	-10.9	0.8	-2.5%
O=C(CNC(=O)C(c1ccccc1)c1ccccc1)N/N=C\c1ccc2c(c1)OCO2	4.9%	14.4	8.5%[46.1 µM]	-6.6%	2.3%	-0.6	8.9%	3.6	3.1	-0.1%
CCC(C)NC(=O)c1ccc([N+](=O)[O-])c(Cl)c1 (stereo not drawn)	1.5%	-3.9	2.7%[46.1 µM]	-3.6%	-0.7%	4.7	10.1%	20.0	-24.5	-1.6%
O=C(CCN1CCOCC1)NNC(=O)Nc1cccc(C(F)(F)F)c1	-3.5%	7.7	1.2%	5.1%	-1.1%	/	?	-20.6	2.0	-4.1%
O=C(CCCCCNC(=O)c1ccccc1Cl)N/N=C/c1ccco1	-12.1%	-3.1	-0.2%	-1.2%	-6.6%	-0.3	6.4%	-3.0	4.5	0.9%
COc1ccc(C(=O)Nc2cccc(NC(=O)c3cccs3)c2)cc1	?	10.5	-1.3%	5.8%	-4.0%	-4.3	17.1%	1.3	-32.1	1.1%
CCOC(=O)C1=C(C)NC(C)=C(C(=O)OCC)C1c1cc2ccc(C)cc2[nH]c1=O	?	23.2	2.9%	0.5%	-0.8%	0.7	6.0%	9.9	0.3	-1.4%
COC(=O)C1=CN(Cc2ccccc2)C=C(C(=O)OC)C1c1ccc(O)c(OC)c1	?	24.7	-0.7%	1.6%	4.9%	-0.9	-2.9%	-20.1	-6.2	-8.0%
COc1ccc(-c2cc(C(=O)NCCCn3ccnc3)no2)cc1OC	?	-5.9	8.3%	5.4%	-2.1%	-11.6	6.9%	5.1	3.8	0.6%
CCn1cc(Br)c(C(=O)NCc2ccco2)n1	/	/	5.5%	/	0.3%	6.3	1.5%	20.5	1.5	/
COc1ccc(C(=O)/C=C/c2ccc(F)cc2)c(OC(=O)c2ccc([N+](=O)[O-])cc2)c1	2.9%	-21.8	1.7%	3.6%	-2.4%	-4.0	8.1%	4.6	?	1.1%
O=C(COc1ccccc1F)N1CCCc2ccccc21	10.9%	24.0	/	14.2%	4.7%	-4.8	-11.7%	19.2	-8.0	-3.9%
COc1ccccc1S(=O)(=O)Cc1ccc(C(=O)N2CCOCC2)o1	-0.7%	8.5	-7.2%[46.1 µM]	0.5%	-0.6%	1.8	14.1%	-8.4	5.5	0.0%
COc1cccc(NC(=O)N(Cc2cc3cc(C)cc(C)c3[nH]c2=O)CC2COCCO2)c1 (stereo not drawn)	-4.6%	1.1	-7.4%	5.4%	18.8%	0.7	-5.8%	23.1	-2.2	3.3%
COc1ccc(/C(C)=N\Nc2nc(-c3ccc(Cl)cc3)cc(C(F)(F)F)n2)cc1OC	0.3%	56.1	-1.5%[46.1 µM]	2.3%	/	-3.3	-3.2%	-6.2	-39.1	0.6%
COc1ccc(/C(C)=N/NC(=S)NCCc2ccccc2)c(O)c1	?	-5.6	6.8%	10.7%	4.6%	-1.0	-10.8%	2.0	14.4	-7.5%
O=C1C2C3C=CC(C3)C2C(=O)N1c1n[nH]c(-c2ccccc2)n1 (stereo not drawn)	-5.5%	5.6	0.6%	-2.4%	-5.4%	5.4	-3.3%	13.3	-16.3	-3.5%
COc1ccc(CCNC(=O)C(=O)NCC2CCCN2S(=O)(=O)c2cc(C)ccc2C)cc1 (stereo not drawn)	-6.4%	-12.0	0.9%	10.7%	/	/	/	8.8	7.4	2.2%
CCOC(=O)C1=C(C)OC(N)=C(C#N)C1c1cc(C)sc1C (stereo not drawn)	?	31.7	10.5%	2.9%	0.5%	0.0	27.0%	-9.6	4.2	1.6%

3 compounds from above, sorted by number of heavy atoms, largest number first.
SMILES	BCR signal inh	TSHR antagonist	TCR act	A-T KAP1 phos	GALK inh	FBPA coupling cs	MLL CXXC-DNA inh	Giardia kill	hERG WT inh	Tb PFK inh
O=C(CCN1CCOCC1)NNC(=O)Nc1cccc(C(F)(F)F)c1	-3.5%	7.7	1.2%	5.1%	-1.1%	/	?	-20.6	2.0	-4.1%
COc1ccc(/C(C)=N/NC(=S)NCCc2ccccc2)c(O)c1	?	-5.6	6.8%	10.7%	4.6%	-1.0	-10.8%	2.0	14.4	-7.5%
CCOC(=O)C1=C(C)OC(N)=C(C#N)C1c1cc(C)sc1C (stereo not drawn)	?	31.7	10.5%	2.9%	0.5%	0.0	27.0%	-9.6	4.2	1.6%

The order is random; 1.6% or so of the library scored in one or more.
